Assay outcomes: PubChem, National Center for Advancing Translational Sciences (NCATS)
TGFb inhibitor – TGF-b pathway inhibition. HepG2 CAGA-GFP TGF-b/SMAD3 reporter, GFP fluorescence, 18 h; TGF-beta stimulated, 500 pg/mL final. Potency, µM (top dose mostly 46.1 µM), for inactives: at the highest dose activity, negative = inhibition, hits mostly inhibitors. actives 1.2% (n = 410,000); further: on the % scale 0 is the no-effect control and ±100 the full control effect; nearly all actives have a fitted effect of over 65% in size
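First, reporter cells (HEPG2 CAGA-GFP) rested 2 h at 37 degrees C. Next, compounds were pinned in and TGF-beta added to 500 pg/mL final. After 18 h, GFP was imaged per cell and summed per well.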
Nrf2 ARE act – Nrf2 pathway activation. AREc32 ARE-luciferase reporter (MCF7-derived line), luminescence, 24 h. actives 0.31% (n = 410,000). AID 624171. Potency, µM (highest dose often 46.1 µM), without a hit: at the top dose activation, actives largely listed as activators; further: % of control where 0% means no effect; nearly all actives have a fitted effect of over 65% in size
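Quantitative high-throughput format: AREc32 reporter cells, 1000 per well, received compound by pin transfer and were incubated 24 hr at 37 deg C, 5% CO2, before Steady-Glo luminescence detection.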
Nrf2 block – Nrf2 pathway inhibition; Potency, µM (top dose mostly 46 µM), for inactives: at the highest dose activity change, negative = inhibition, actives largely listed as inhibitors; A549 ARE-Fluc reporter, luciferase luminescence, 18-24 h; actives 2.1% (n = 360,000); further: on the % scale 0 is the no-effect control and ±100 the full control effect; nearly all actives have a fitted effect of over 60% in size
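Nrf2 function is reported as luminescence of an ARE-controlled luciferase in A549 cells. Compounds were tested at several concentrations, and a CellTiter-Fluor read on the same wells flagged cytotoxicity.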
HepG2 tox – HepG2 cytotoxicity, counter-screen for TGF-b inhibitors | HepG2 CAGA-GFP viability, ATP luminescence, 18 h | Potency, µM (doses to about 46.1 µM), without a hit: at the top dose activity change, negative = cytotoxicity, most hits filed as cytotoxic | actives 0.76% (n = 410,000) | AID 588856; further: some results filed as inactive show a strong effect at the top dose
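HepG2 CAGA-GFP cells (1000/well, DMEM with 1% FBS) received compound, then TGF-beta at 500 pg/mL final, and were incubated 18 hours at 37 degrees C. Viability was read by CellTiter-Glo luminescence. Media-only wells were set as complete cell-killing and DMSO as no toxicity.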
EPAC2 antagonist – blocks human EPAC2 exchange factor | AID 720708 | EPAC2 GEF exchange of Rap1B-BODIPY-GDP, fluorescence | actives 0.18% (n = 360,000) | Potency, µM (top dose mostly 114 µM), for the others: at the top dose activity, negative = inhibition, usual class: inhibitors; further: on the % scale 0 is the no-effect control and ±100 the full control effect; nearly all actives have a fitted effect of over 45% in size; many of its hits are not listed in these tables
Target sequence (Q8WZA2 whole entry, looked up): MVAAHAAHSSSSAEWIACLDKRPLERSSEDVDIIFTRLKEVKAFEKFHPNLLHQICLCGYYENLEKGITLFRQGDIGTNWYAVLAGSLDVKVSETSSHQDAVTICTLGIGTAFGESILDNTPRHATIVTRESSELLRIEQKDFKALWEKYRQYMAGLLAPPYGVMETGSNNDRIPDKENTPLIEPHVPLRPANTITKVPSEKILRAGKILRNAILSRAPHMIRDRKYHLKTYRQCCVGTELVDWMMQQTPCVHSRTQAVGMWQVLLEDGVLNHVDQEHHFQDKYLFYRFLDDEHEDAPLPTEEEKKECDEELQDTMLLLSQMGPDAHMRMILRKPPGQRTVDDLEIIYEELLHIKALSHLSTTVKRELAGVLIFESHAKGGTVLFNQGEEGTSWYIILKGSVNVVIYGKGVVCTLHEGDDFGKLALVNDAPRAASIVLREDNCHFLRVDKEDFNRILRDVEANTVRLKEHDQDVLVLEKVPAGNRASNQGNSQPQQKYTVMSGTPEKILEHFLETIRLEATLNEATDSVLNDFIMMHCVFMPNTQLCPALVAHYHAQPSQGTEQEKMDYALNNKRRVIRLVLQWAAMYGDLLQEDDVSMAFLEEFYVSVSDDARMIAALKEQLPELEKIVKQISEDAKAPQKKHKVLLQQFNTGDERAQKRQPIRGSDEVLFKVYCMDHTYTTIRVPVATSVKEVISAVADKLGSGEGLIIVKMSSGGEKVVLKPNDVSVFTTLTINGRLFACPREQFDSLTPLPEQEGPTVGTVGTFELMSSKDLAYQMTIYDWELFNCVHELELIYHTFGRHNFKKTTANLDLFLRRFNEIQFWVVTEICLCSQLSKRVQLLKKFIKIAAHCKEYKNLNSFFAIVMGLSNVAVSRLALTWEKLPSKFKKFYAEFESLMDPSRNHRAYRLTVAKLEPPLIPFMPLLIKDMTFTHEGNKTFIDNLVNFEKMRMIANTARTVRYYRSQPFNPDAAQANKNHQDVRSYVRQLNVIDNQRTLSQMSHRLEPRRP
A549 tox – kills or reduces viability of A549 cells in Nrf2 counter-screen | A549 ARE-Fluc cells, CellTiter-Fluor viability, 18-24 h | Potency, µM (highest dose often 46 µM), for inactives: top-dose activity change, negative = cytotoxicity, usual class: inhibitors | actives 0.16% (n = 390,000) | AID 504648; further: on the % scale 0 is the no-effect control and ±100 the full control effect
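A549 ARE_Fluc cells in 5% FBS OPTI-MEM were exposed to compounds in concentration-response for 18-24 h at 37 deg C. Viability was read by CellTiter-Fluor fluorescence (Ex 405/Em 525) after 30 min, before the luciferase read.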
ATXN2 expr inh – reduces ATXN2 reporter expression in HEK-293 cells. actives 0.72% (n = 360,000). AID 1745845. Potency, µM (titrated, usually from 57 µM), for the others: at the top dose activity change, negative = inhibition, usual class: inhibitors. HEK-293 ATXN2-luciferase reporter, luminescence, 24 h; further: on the % scale 0 is the no-effect control and ±100 the full control effect; nearly all actives have a fitted effect of over 55% in size
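qHTS (up to 57 uM final) was run with 24 h compound exposure of reporter cells at 37 °C. Each well was multiplexed: SteadyGlo luminescence measured ATXN2-luciferase expression after a fluorogenic Gly-Phe-AFC viability readout (25 uM final).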
S2 tox – cell viability loss in ATXN counter-screen; AID 651635; Potency, µM (doses to about 56.7 µM), actives largely listed as cytotoxic; actives 0.49% (n = 400,000); S2 cells (HEK-293 line with an ATXN2-luciferase reporter) viability, CellTiter-Fluor protease fluorescence, 24 h; further: nearly all actives have a fitted effect of over 40% in size
MCF10A rerep – induces DNA re-replication in MCF 10a normal breast cells. actives 2.9% (n = 350,000). Potency, µM (top dose mostly 46.1 µM), for inactives: top-dose activity, positive = re-replication, actives largely listed as activators. MCF 10A DNA re-replication, Hoechst nuclear intensity, 48 h; further: % of control where 0% means no effect; nearly all actives have a fitted effect of over 50% in size
An asterisk follows results filed as active; i = inactive; ? = inconclusive; . = not tested or not shown; & = joins results of further samples; ! = not confirmed by another sample; [ ] = dose if it differs, or a comment. The call rests on the fitted dose curve; in most records, active means well fitted curve in the direction sought with a large enough effect; inconclusive means small, poorly fitted or top-dose-only effect, or another doubt; inactive means no such curve, though single readings can be large; an effect the other way counts as inactive or inconclusive. Potency means the concentration at half of the fitted maximal effect.

#	SMILES	TGFb inhibitor	Nrf2 ARE act	Nrf2 block	HepG2 tox	EPAC2 antagonist	A549 tox	ATXN2 expr inh	S2 tox	MCF10A rerep
1	COc1ccc(NC(=O)CCc2nnc3ccc(NCc4ccco4)nn23)cc1OC	-6%	26%	9%	-24%	-3%	2%	2%	i	4%
2	O=C(NCc1ccc(C(F)(F)F)cc1)c1ccc2c(c1)S(=O)(=O)c1ccccc1C2=O	-4%	-0.2%	-13%	-9%	-25%	3%	3%	i	7%
3	COc1ccc(N(C(C)C(=O)NN=C2CCCC2)S(C)(=O)=O)cc1 (stereo not drawn)	2%	0.2%	1%	5%	1%[57.1 µM]	17%	.	i	-3%
4	Cn1cccc1CC(=O)N/N=C\c1ccccc1	0%	1.9%	15%	-12%	-3%	1%	10%	i	-4%
5	CCC(C)C(=O)Nc1nc(-c2ccc3c(c2)NC(=O)CO3)cs1 (stereo not drawn)	0%	2.6%	7%	2%	-4%	-5%	25%	?	12%
6	CCCNC(=O)c1cc(C2CCCCN2C(=O)c2cccs2)on1 (stereo not drawn)	28%	0.4%	.	-23%	9%	.	-5%	i	.
7	O=C(c1cc(C2CC2)nn1-c1ccccc1)N1CCN(c2ccccc2O)CC1	-19%	0.4%	-20%	3%	-6%	-10%	-13%	i	11%
8	CCn1c(=O)c(C(=O)CN2CCCc3ccccc32)c(N)n(Cc2ccccc2)c1=O	11µM*!	2.0%	16µM*	-18%&-26%	-9%	-3%	-2%	i	21%
9	Cc1ccc2nc(N(CCCN(C)C)C(=O)CCc3ccccc3)sc2c1	?	4.0%	2%	-82%	1%	-1%	-28%	i	12%
10	O=C(CCNC(=O)c1ccc(Br)o1)NCc1ccccc1Cl	2%	-0.4%	.	-4%	3%	8%	-2%	i	-21%
11	O=c1[nH]c2ccc(S(=O)(=O)Nc3ccc(Cl)cc3)cc2o1	-8%	-0.6%	?	7%	-8%	-6%	2%	i	0%
12	O=C(Nc1cccnc1)c1cccc(NC(=O)c2ccco2)c1	-1%	18%	-5%	0%	43%[activator][57.1 µM]	-3%	4%	i	?
13	COc1ccc(NC(=O)CCS(=O)(=O)c2cccc3nonc23)cc1	5%	-0.2%	-4%	14%	3%	0%	4%	i	13%
14	Cc1ccc2nc(SCC(=O)N3N=C(c4cccs4)CC3c3ccc(F)cc3)nc(=O)n2c1 (stereo not drawn)	0%	16%	.	-1%	-11%	.	.	i	.
15	O=C(CCC(=O)N1CCOc2ccc(Cl)cc21)NCCN1CCOCC1	-11%	-0.8%	8%	-5%	-14%	7%	-20%	i	5%
16	O=C(COC(=O)Cn1c(C(F)(F)F)nc2ccccc21)Nc1ccc2c(c1)OCCO2	3%	0.0%	1%	-9%	?	4%	-1%	i	?
17	N#C/C(=C\c1cccnc1)C(=O)NC1CCCCC1	-26%	2.8%	1%	5%	0%	-1%	-2%	i	12%
18	COc1ccc(C2CC(c3cccs3)=NN2C(=O)CSc2nc(=O)n3ccc(C)cc3n2)cc1 (stereo not drawn)	0%	19%	-13%	-24%	11%	-6%	22%	i	12%
19	COCCNC(=O)c1ccc(-c2ccc(OC)cc2C)c2ccoc12	-20%	-0.1%	.	-16%	?	.	?	?	.
20	CCCC(=O)N1CCN(c2ccc(NC(=O)c3cccs3)cc2)CC1	3%	0.4%	-11%	3%	1%	0%	13%	i	5%
21	C=CC[C@@H](CC(=O)N(CCO)Cc1ccccc1)C(=O)N[C@H](COC(=O)[C@@H](CC=C)Cc1ccc(F)cc1)c1ccccc1	?	-0.6%	?	-26%	-4%	-20%	?	22µM*	23%
22	COc1ccccc1C(=O)NNC(=O)C1CCN(C(=O)OC(C)(C)C)CC1	0%	-0.3%	-10%	-5%	-4%	0%	-5%	i	0%
23	COc1ccc(CC(=O)NCc2nnc(SCC(=O)Nc3ccccc3)n2C)cc1	13%	-0.3%	7%	3%	-3%	-3%	11%	i	3%
24	CN(c1ccc(OC(=O)c2ccc(-n3cncn3)c([N+](=O)[O-])c2)cc1)S(=O)(=O)c1ccccc1	-3%	0.2%	20%	8%	0%	3%	.	i	3%
25	CCOC(=O)c1nn(-c2ccc(Cl)cc2)cc1O	0%	-0.5%	24%	-2%	3%	2%	31%	i	-1%
26	COc1ccc(CN(C(=O)Cn2nnc(-c3ccc(C)o3)n2)C(C(=O)NCC2CCCO2)c2ccco2)cc1 (stereo not drawn)	-23%	0.7%	-18%	4%	13%	-6%	2%	i	?
27	O=C(O)c1[nH]c2ccc([N+](=O)[O-])cc2c1-c1ccccc1	2%	0.2%	-3%	-3%	-1%	11%	-6%	i	1%
28	c1ccc(OCc2nn3c(-c4ccncc4)nnc3s2)cc1	10%	0.1%	-19%	-3%	10%	28%	24%	i	-4%
29	CC(C)CCN(Cc1ccco1)C(=O)Cn1ncc2c([nH]c3ccccc32)c1=O	-14%	9.2%	-16%	-28%	.	2%	-15%	?	.
30	Clc1ccc2c(N/N=C/c3ccc(Br)cc3)ccnc2c1	25%	1.7%	-18%	1%	-1%	-15%	-34%	?	2.6µM*

TGFb inhibitor: what is marked active above.
| No. | canonical_smiles | TGFb inhibitor | Nrf2 ARE act | EPAC2 antagonist |
| --- | --- | --- | --- | --- |
| 8 | CCn1c(=O)c(C(=O)CN2CCCc3ccccc32)c(N)n(Cc2ccccc2)c1=O | 11µM*! | 2.0% | -9% |

Reprinted at random: two compounds from above
#	SMILES	TGFb inhibitor	Nrf2 ARE act	Nrf2 block	HepG2 tox	EPAC2 antagonist	A549 tox	ATXN2 expr inh	S2 tox	MCF10A rerep
17	N#C/C(=C\c1cccnc1)C(=O)NC1CCCCC1	-26%	2.8%	1%	5%	0%	-1%	-2%	i	12%
13	COc1ccc(NC(=O)CCS(=O)(=O)c2cccc3nonc23)cc1	5%	-0.2%	-4%	14%	3%	0%	4%	i	13%

Next entries.
#	SMILES	TGFb inhibitor	Nrf2 ARE act	Nrf2 block	HepG2 tox	EPAC2 antagonist	A549 tox	ATXN2 expr inh	S2 tox	MCF10A rerep
31	COc1ccc(CN2CCC(C)(Oc3ccc(C(C)=O)cc3)C2)c2ccccc12 (stereo not drawn)	0%	11%	.	-40%	-12%	.	-5%	i	.
32	COC(=O)C(C(=O)Nc1ccc(OC)cc1)C1CCCCCC1 (stereo not drawn)	-15%	-0.1%	-23%	-2%	6%	-21%	-14%	i	4%
33	O=C(COC(=O)/C=C/c1ccccc1)NC1CCCC1	0%	3.9%	6%	-12%	6%	10%	.	i	-1%
34	O=C(NCc1ccc(F)cc1)c1ccc2c(O)c(S(=O)(=O)c3ccccc3)c(=O)[nH]c2c1	-24%	-0.8%	?	3%	.	14%	5%	i	.
35	CCc1nn(CC(=O)NCc2ccco2)c(=O)c2cc3cc(F)ccc3n12	-16%	?	-1%	-3%	.	-7%	3%	i	.
36	O=C(NC1CCCC1)C1c2ccccc2OCC(=O)N1CCc1ccccc1 (stereo not drawn)	.	-1.0%	.	.	11%	.	-5%	i	.
37	COc1ccc(C2=NC3(CCCCCC3)N(CC(=O)Nc3ccc(C)c(C)c3)C2=O)cc1	.	-1.1%	-19%	5%	.	-4%	.	.	.
38	O=C(COc1cccc([N+](=O)[O-])c1)N/N=C/c1ccco1	-3%	-1.4%	-2%	3%	-4%	16%	.	i	-1%
39	COc1cc(C)ccc1S(=O)(=O)N1CCCCCC1	17%	0.5%	-11%	-7%	?	-8%	-5%	i	-4%
40	COC(=O)c1c(NC(=O)COc2cccc(C(F)(F)F)c2)sc2c1CCCC2	-1%	0.6%	0%	0%	.	6%	-5%	i	.
41	C=CCNC(=S)/N=c1/ccccn1Cc1ccccc1	?	-0.4%	?	-39%	4%	-4%	.	i	14%
42	Cc1c(C(=O)N2CCc3ccccc3C2)sc2nc(-c3ccccc3)cn12	-17%	2.8%	-12%	-18%	3%	3%[1.84 µM]	33%	i	?
43	COc1ccc(NC(=O)c2sc3nc(C)c(C(=O)Nc4ccc(Cl)cc4)c(-c4ccc(Br)cc4)c3c2N)cc1	-16%	0.0%	2%[9.27 µM]	-10%	.	5%	?	i	.
44	O=C(NOC(=O)c1cc(Br)ccc1Cl)c1cccs1	-3%	2.2%	-2%	-7%	-14%	-2%	3%	i	1%
45	CC1CCc2c(nc3sc4c(c3c2N)CCCC4)C1 (stereo not drawn)	?	0.6%	19%	-47%	3%	-2%	-23%	?	?
46	COc1cccc(Cn2c(Oc3cccc(C)c3)nc3c2c(=O)n(C)c(=O)n3C)c1	?	5.2%	.	-33%	-1%	-1%	-11%	i	3%
47	Cc1ccc(NC(=O)c2ccc([N+](=O)[O-])cc2Cl)nc1	9%	2.8%	?	-2%	0%	-12%	.	i	?
48	COc1ccccc1OCCOc1ccc(/C=N/n2cnnc2)cc1	-3%	-0.1%	-8%	9%	-3%	0%	-15%	?	-3%
49	Cc1ccc(NC(=O)C2CCN(S(=O)(=O)c3ccc(N4CCCC4=O)cc3)CC2)cc1Cl	?	0.1%	10µM*	-17%	-24%	-5%	?	i	28%
50	Oc1ccc2ccccc2c1CN1CC2CCC(CC2)C1	-8%	5.7%	-2%	-3%	2%	2%	17%	i	3%
51	CCOC(=O)C1=C(C)C(c2ccc(OC)cc2)NC(=S)N1 (stereo not drawn)	9%	-0.5%	-11%	1%	14%	0%	-6%	i	?
52	Cc1ccc(S(=O)(=O)/N=S(\C)CC2CC2(Cl)Cl)cc1 (stereo not drawn)	1%	-0.9%	.	-1%	9%	-3%	12%	i	-11%
53	COC(=O)c1sc(C(C)(C)C)cc1CSc1ccccc1	18%	-0.1%	6%	-15%	-5%	14%	-20%	i	1%
54	Nc1nc(SCc2ccccc2Cl)nc2nc3c(cc12)CCCC3	1%	-0.6%	-20%	-3%	8%	3%	-12%	i	14%
55	COC(=O)C1c2ccccc2-c2ccccc21	-8%	0.0%	-19%	-4%	-21%	0%	-3%	i	-10%

An excerpt of these results, with two lines to a compound.
Every second line gives: TGFb inhibitor, Nrf2 ARE act, Nrf2 block, HepG2 tox, EPAC2 antagonist, A549 tox, ATXN2 expr inh, S2 tox, MCF10A rerep
(51) CCOC(=O)C1=C(C)C(c2ccc(OC)cc2)NC(=S)N1 (stereo not drawn)
→ 9%, -0.5%, -11%, 1%, 14%, 0%, -6%, i, ?
(52) Cc1ccc(S(=O)(=O)/N=S(\C)CC2CC2(Cl)Cl)cc1 (stereo not drawn)
→ 1%, -0.9%, ., -1%, 9%, -3%, 12%, i, -11%

Some of the compounds tested; count on the stated rates, not on these rows.
